MT1-MMP txn act: MT1-MMP promoter transcription activation | HT1080 MT1-MMP promoter luciferase reporter, luminescence, overnight; hits give high values | activation factor at 10 µM | 0.16% of 86,000 active | AID 750;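 active = activation factor of at least 2 for MT1-MMP transcription at 10 µM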
Active calls of the source: *. These rows are one share of the data, so the mix of outcomes need not match the whole.

Compound	MT1-MMP txn act
COC(=O)[C@@H]1C[C@@H]2CC[C@@H](O)C[C@@H]2N1Cc1ccc(Cl)cc1	1.1
CC1=C(C(=O)OCc2ccccc2)C(c2ccccc2OS(=O)(=O)c2ccc([N+](=O)[O-])cc2)NC(=O)N1CCCC(=O)O (configuration not stated)	1.2
COC(=O)c1ccc(CSc2nc3c(c(=O)n2-c2ccc(F)cc2)SCC3)o1	1.2
Cc1c(NC(=O)CN2C(=O)c3ccccc3S2(=O)=O)c(=O)n(-c2ccccc2)n1C	1.1
CCOc1ccc(N(CC)S(=O)(=O)c2ccc3c(c2)oc(=O)n3C)cc1	1.1
C[C@@H](C(=O)Nc1ccc2ccccc2c1)[C@H]1C[C@]1(C)[C@H](NC(=O)c1cnccn1)c1ccccc1	1.3
COc1ccc(CCNC(=O)c2c(O)c3c([nH]c2=O)CCCC3)cc1OC	1.2
C[C@@H]1C=C[C@](Cc2ccccc2)(C(=O)NCCc2c[nH]c3ccccc23)N1C(=O)c1ccccc1	1.1
COC(=O)[C@@]1(Cc2ccccc2)C=C[C@@H](C)N1C(C)=O	1
COC(=O)c1ccc(C(NC(=O)OCc2ccccc2)/C(F)=C/[C@@H](C)C(=O)N(C)Cc2cccnc2)cc1 (some centres not stated)	1.1
CCC1=C(OC(=O)N(CC)CC)N2C(=O)OC(=NCCc3c[nH]c4ccccc34)[C@]2(C)[C@H]2C1=CC[C@H]1C(=O)N(CC(=O)OC)C(=O)[C@H]12	1.3
C[C@@](Cc1ccc(O)c(O)c1)(NN)C(=O)O	1.3
CCCCCCN(C(=O)CCCCCN1C(=O)NC(c2ccc(-c3ccccc3)cc2)C(C(=O)OCc2ccccc2)=C1C)C(C(=O)NCCCC)C1CCCCC1 (configuration not stated)	1.1
COC(=O)N1C2(C=CC1(C)C(=O)NCc1ccc(N(C)C)cc1)CCCCC2 (configuration not stated)	1
COC(=O)N1[C@H](Cc2ccccc2)C=C[C@]1(C)C(=O)NCc1ccccn1	1.1

Remaining list, next part:
Compound	MT1-MMP txn act
COC(=O)[C@@]1(Cc2ccc(OC)cc2)[C@H]2c3cc(C(=O)N4CCCC4)n(CCc4c[nH]c5ccccc45)c3C[C@H]2CN1C(=O)c1ccccc1	1.1
COc1ccc(-c2cc3ccc(OCc4nn[nH]n4)cc3oc2=O)cc1	0.6
COC(=O)c1ccc(NC(=O)C2C3C=CC(O3)C2C(=O)O)cc1 (configuration not stated)	1.1
CCOc1ccc(N2C(=O)CC(N)C2=O)cc1 (configuration not stated)	0.9
COC(=O)C1(C)C=CCN1C(=O)c1ccccc1 (configuration not stated)	1.2
O=C1NC(C(=O)O)=CC(c2cccc(Cl)c2Cl)N1 (configuration not stated)	1.2
COC(=O)[C@@H]1C[C@@H]2CC[C@@H](O)C[C@@H]2N1Cc1ccc(N2CCN(C)CC2)cc1	1
CN(C)Cc1ccc(O)c(CCc2ccccc2)n1	1.1
CCOC(=O)C1=C(C)N(CCCCCC(=O)O)C(=O)NC1c1cccc([N+](=O)[O-])c1 (configuration not stated)	1.1
CN(C)c1nc(OCCOC(=O)Nc2ccc(Cl)cc2Cl)nc(N(C)C)n1	1.1
O=C(NC1(C(=O)NC2CCCCC2)CCCCC1)c1ccc2c(c1)OCO2	1.1
C[C@@]1(C(NS(=O)(=O)c2cccc3cccnc23)c2ccc(-c3ccccc3)cc2)C[C@H]1C1CCCCC1 (some centres not stated)	1.2
CC1(C)Cc2cccc(OCC(O)CN3CCN(c4ccccn4)CC3)c2O1 (configuration not stated)	1.1
CC1(C)Cc2c(c(N3CCOCC3)nc3sc(-c4ccc(C(=O)O)o4)c(N)c23)CO1	1.1
CC(C)CCn1c(N2CCN(c3cccc(Cl)c3)CC2)nc2c1c(=O)[nH]c(=O)n2C	1.1

Following part
Compound	MT1-MMP txn act
COCCNC(=O)[C@H](C)[C@@H]1C[C@@]1(C)[C@@H](NC(=O)OCc1ccccc1)c1ccccc1	1.2
CCCCNC(=O)NC1C(NC(=O)NCCCC)N(C)C(=O)N1C (configuration not stated)	1
CC1=C(C(=O)OCc2ccccc2)C(c2ccc(-c3ccccc3)cc2)NC(=O)N1CCCC(=O)O (configuration not stated)	1.2
O=S(=O)(c1cccs1)N1CCN(c2ccccn2)CC1	1.3
CCc1cccc2nc3c(c([Si](CC)(CC)CC)c12)Cn1c-3cccc1=O	1.1
CC1=C(C(=O)OCc2ccccc2)C(C2CC2)NC(=O)N1CCCCCC(=O)O (configuration not stated)	1.8
COC(=O)[C@@]1(Cc2ccc(OC)cc2)[C@H]2c3cc(C(=O)N4CCCC4)n(Cc4cc(F)cc5c4OCOC5)c3C[C@H]2CN1C(=O)c1ccccc1	1.2
O=C(Nc1nc(-c2ccccc2)cs1)c1ccc(Br)o1	1.3
CCOC(=O)c1ccc(NC(=O)CCc2ccc(C)o2)cc1	1.1
COC(=O)[C@@H]1C[C@H]1[C@@H](NC(=O)c1ccccc1)c1ccccc1	1.2
O=C(c1cc2nc(-c3ccccc3)cc(C(F)(F)F)n2n1)N1CCCC1	1
O=C(O)c1ccc(CSCc2ccccc2F)o1	1.2
Cc1cc(NC(=O)COC(=O)CCC(=O)c2ccc(F)cc2)no1	0.9
NC(=O)c1ncn([C@@H]2O[C@H](CO)[C@@H](O)[C@H]2O)n1	1
CCOc1ccc(OCC)c(NC(=O)CSc2nnc(Cn3cnc4ccccc43)n2C)c1	1

Going on with the list:
Compound	MT1-MMP txn act
CCOC(=O)c1c(N)sc(C(=O)N2CCCC(C(N)=O)C2)c1C (configuration not stated)	1
O=C(NCCCN1CCN(C2CCCCC2)CC1)Nc1ccccc1C(F)(F)F	1.2
CCC[C@@H]1C[C@@]1(CCC)C(NC(=O)c1ccco1)c1ccc(Cl)cc1 (some centres not stated)	1.1
O=C(CSc1nnc(-c2ccccc2)o1)OCc1ccccc1	1.1
CCOC(=O)N1CCC(N2C(=O)c3ccccc3C2Nc2cc(OC)c(OC)c(OC)c2)CC1 (configuration not stated)	1.1
Clc1ccc(C2[C@H]3CN(Cc4ccc(-c5ccccc5)cc4)[C@H](c4ccccc4)C34CC2(c2cccnc2)C4)cn1 (some centres not stated)	1.1
CCC/C=C(\CCC)C(NC(=O)C(C)(C)C)c1ccc(C(=O)OC)cc1 (configuration not stated)	1.1
CN(C)S(=O)(=O)N(CC(=O)Nc1ccccc1F)c1ccccc1	1.1
CCC1=C(OC(=O)N(CC)CC)N2C(=O)OC(=NCCOC)[C@]2(C)[C@H]2C1=CC[C@H]1C(=O)N(CC)C(=O)[C@H]12	1.1
O=C(Nc1ccc(Br)cc1F)c1ccc2c(c1)N(Cc1ccccc1)C(=O)CS2=O (configuration not stated)	1.1
CC1(C(=O)NCCN2CCOCC2)C=CC2(CCCCC2)N1C(=O)c1ccccc1 (configuration not stated)	1
COc1ccc(CN2C(=O)c3cccnc3C2Nc2cc(Cl)c(OC)cc2OC)cc1 (configuration not stated)	1.2
O=C(NCc1ccc(Cl)c(Cl)c1)c1ccco1	1.3
C/C(=N\O)c1ccc2[nH]ccc2c1	1.4
CCOc1ccc(N2Cc3ncccc3C2=O)cc1	1.1

Individual results from the entries so far.
Reading for CCC[C@@H]1C[C@@]1(CCC)C(NC(=O)c1ccco1)c1ccc(Cl)cc1 (some centres not stated) in MT1-MMP txn act: 1.1
Reading for CN(C)S(=O)(=O)N(CC(=O)Nc1ccccc1F)c1ccccc1 in MT1-MMP txn act: 1.1
Reading for Clc1ccc(C2[C@H]3CN(Cc4ccc(-c5ccccc5)cc4)[C@H](c4ccccc4)C34CC2(c2cccnc2)C4)cn1 (some centres not stated) in MT1-MMP txn act: 1.1
Reading for O=C(NCCCN1CCN(C2CCCCC2)CC1)Nc1ccccc1C(F)(F)F in MT1-MMP txn act: 1.2
Reading for CC1(C(=O)NCCN2CCOCC2)C=CC2(CCCCC2)N1C(=O)c1ccccc1 (configuration not stated) in MT1-MMP txn act: 1
Reading for CCOC(=O)c1c(N)sc(C(=O)N2CCCC(C(N)=O)C2)c1C (configuration not stated) in MT1-MMP txn act: 1

Continuation.
Compound	MT1-MMP txn act
COC(=O)CNC(=O)[C@@]1(Cc2ccccc2)C=C[C@@H](C)N1C(=O)c1ccccc1	0.9
COCCNC(=O)C1(CC(C)C)C=CCN1C(C)=O (configuration not stated)	1
Cc1ccc2oc(=O)c3c4cc(O)c(O)c(C)c4oc3c2c1	1.2
N=c1c2c3c(sc2ncn1N)CCCCC3	1
COC(=O)c1ccc(C23CC4(C2)[C@H](CN(C)[C@@H]4c2ccccc2)C3c2ccc(Cl)nc2)cc1 (some centres not stated)	1
C[C@@H](C(=O)NCc1ccccn1)[C@@H]1C[C@@]1(C)[C@@H](NC(=O)OCc1ccccc1)c1ccccc1	1.1
O=C(NCCc1c[nH]c2ccccc12)[C@H]1C[C@@H]1[C@H](NP(=O)(c1ccccc1)c1ccccc1)c1ccccc1	1
FC(F)Oc1ccc(-c2csc(Cc3nnc4n3CCCCC4)n2)cc1	1.1
COc1ccc2nc(SCC(=O)Nc3ccc(S(=O)(=O)Nc4onc(C)c4C)cc3)[nH]c2c1	1.2
COCCN1CCN(c2c(C)c(C)nc3cc(-c4cccc(OC)c4)nn23)CC1	1.8
O=C(CN1CCN(c2ccc(F)cc2)CC1)Nc1ccc(-n2cnnn2)cc1	1
CCOC(=O)C1=C(C)N(CCCC(=O)O)C(=O)NC1c1ccc(Cl)cc1Cl (configuration not stated)	1.1
CCc1c(C(=O)O)[nH]c2ccc(Br)cc12	1.2
COc1ccc2nc3c(c([Si](C)(C)C(C)(C)C)c2c1)Cn1c-3cccc1=O	1.2
CCCC[C@@H]1C[C@H]1C(NC(=O)c1cccs1)c1ccccc1C(F)(F)F (some centres not stated)	1.2

New compounds follow.
Compound	MT1-MMP txn act
CCCCCCN(C(=O)CCCCCN1C(=O)NC(c2ccc(-c3ccccc3)cc2)C(C(=O)OCc2ccccc2)=C1C)C(C(=O)NCCCC)c1ccc(OCC(=O)OC)c(C(=O)OC)c1 (configuration not stated)	1.1
Cc1ccc(OCC(=O)Nc2cccc(-c3nnc(-c4ccccc4)o3)c2)cc1	1.4
C#CCn1c(=NC(=O)CSCC(=O)N2CCOCC2)sc2ccccc21	1.1
COC(=O)c1ccc(C(NC(=O)OCc2ccccc2)/C(=C/[C@@H](C)C(=O)Nc2ccccc2)c2cccnc2)cc1 (some centres not stated)	1.3
C[C@@H](C(=O)Nc1ccc2ccccc2c1)[C@@H]1C[C@@]1(C)[C@@H](NC(=O)c1ccncc1Cl)c1ccccc1	1.2
COC(=O)[C@@H]1C[C@@]2(O)[C@@H](O)[C@@H](O)[C@@H](O)C[C@H]2N1CC1CC1	1.1
Cc1ccc2nc(NC3=NCN(CCN4CCOCC4)CN3)nc(C)c2c1	0.8
CCC1=C(OC(=O)N(CC)CC)N2C(=O)OC(=NCCOC)[C@]2(Cc2ccccc2)[C@H]2C1=CC[C@H]1C(=O)N(CC)C(=O)[C@H]12	1.2
COC(=O)c1ccc(C23CC4(C2)[C@H](CN(Cc2ccc(-c5ccccc5)cc2)[C@@H]4c2ccccc2)C3c2ccccc2)cc1 (some centres not stated)	1.2
CCOC(=O)C1=C(C)N(CCCC(=O)NCc2ccc3c(c2)OCO3)C(=O)NC1c1ccc(Br)cc1 (configuration not stated)	1.2
CCCC[C@@H]1C[C@H]1C(NC(=O)c1ccccc1)c1ccc(Cl)cc1 (some centres not stated)	1.1
CCC1=C(OC(=O)N(CC)CC)N2C(=O)OC(=NCC(=O)OC)[C@]2(C)[C@H]2C1=CC[C@H]1C(=O)N(C)C(=O)[C@H]12	1.1
COC(=O)c1cc(-c2ccccc2)n(CCN)c1C	1.1
CCOC(=O)c1[nH]c2ccc(OC)cc2c1NC(=O)CN1CCN(c2ccccn2)CC1	1.1
COC(=O)c1ccc(C(NC(=O)OCc2ccccc2)/C(I)=C/[C@@H](C)C(=O)Nc2ccccc2)cc1 (some centres not stated)	1.1

New compounds follow
Compound	MT1-MMP txn act
CCOCCn1c(CN2CCN(C)CC2)nc2c1c(=O)n(C)c(=O)n2C	1.1
COC(=O)[C@H]1C[C@@H]1[C@H](NC(=O)OCc1ccccc1)c1ccccc1	1.2
CCCCNC(=O)C(c1ccc(OCC(=O)OC)c(C(=O)OC)c1)N(CCc1c[nH]c2ccccc12)C(=O)CCCCCN1C(=O)NC(c2ccc(-c3ccccc3)cc2)C(C(=O)OCc2ccccc2)=C1C (configuration not stated)	1
CC(Cc1ccccc1)C(=O)NCCO (configuration not stated)	1.1
COC(=O)[C@@H]1C[C@H]2CC[C@H](O)C[C@H]2N1Cc1ccc(Cl)cc1	1.1
COC(=O)Cn1c(C(=O)N(C)C)cc2c1C[C@H]1CN(C(=O)c3ccccc3)[C@@](Cc3ccc(OC)cc3)(C(=O)OC)[C@@H]21	1.2
Cc1ccc(CNC(=O)[C@H](C)[C@H]2C[C@]2(C)[C@H](NC(=O)OCc2ccccc2)c2ccccc2)o1	0.6
Cn1c(=O)c(C(=O)COC(=O)c2cc(-c3ccccc3)nc3ccccc23)c(N)n(Cc2ccccc2)c1=O	1.1
COC(=O)[C@@H]1CCCN1C(=O)[C@H]1C[C@@H]1[C@H](NC(=O)OCc1ccccc1)c1ccccc1	1.2
COC(=O)c1ccc(Oc2cc(C)nc(-n3nc(C)cc3C)n2)cc1	0.5
CCOC(=O)C1=C(C)N(CCCC(=O)O)C(=O)NC1c1ccccc1OS(=O)(=O)c1ccc2ccccc2c1 (configuration not stated)	1.2

Shown with values ahead of the structure: entries from further up
MT1-MMP txn act	SMILES
1.1	CC(Cc1ccccc1)C(=O)NCCO (configuration not stated)
1.1	COC(=O)[C@@H]1C[C@H]2CC[C@H](O)C[C@H]2N1Cc1ccc(Cl)cc1
1.2	COC(=O)Cn1c(C(=O)N(C)C)cc2c1C[C@H]1CN(C(=O)c3ccccc3)[C@@](Cc3ccc(OC)cc3)(C(=O)OC)[C@@H]21
0.6	Cc1ccc(CNC(=O)[C@H](C)[C@H]2C[C@]2(C)[C@H](NC(=O)OCc2ccccc2)c2ccccc2)o1
1.1	Cn1c(=O)c(C(=O)COC(=O)c2cc(-c3ccccc3)nc3ccccc23)c(N)n(Cc2ccccc2)c1=O

Screening results from PubChem.
